Pol beta inh: blocks human DNA polymerase beta activity; P06746; Pol beta primer extension/strand displacement, fluorescence kinetic; Potency, µM (titrated, usually from 114 µM), for inactives: at the highest dose activity change, negative = inhibition, usual class: inhibitors; 340,000 compounds, 1.3% hits; AID 485314; also: % is scaled to controls: 0 for no effect and ±100 for the full control effect
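Human Pol beta at 10 nM; strand-displacement substrate 50 nM final. Compound exposure 15 min at room temperature before start, reaction 10 min at room temperature.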
G9a block: blocks human histone lysine methyltransferase G9a; G9a H3K9 monomethylation, AlphaScreen, 2 h; AID 504332; Q96KQ7; 350,000 compounds, 8.8% hits; Potency, µM (titrated, usually from 102 µM), for inactives: top-dose activity, negative = inhibition, usual class: inhibitors; also: % is scaled to controls: 0 for no effect and ±100 for the full control effect; nearly all actives have a fitted effect of over 75% in size
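Enzyme 20 nM + cpd, 15 min RT; add b-H3K9 pep 500 nM / SAM 20 uM; 2 h RT; anti-H3K9me1 Ab 0.5 ug/mL + SA donor / anti-rabbit acceptor beads 20 ug/mL each, 10 min; AlphaScreen read.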
BLM inh: Bloom syndrome helicase (human) inhibition; Potency, µM (titrated, usually from 56.1 µM), inactives show at the top dose activity change, negative = inhibition, hits mostly inhibitors; P54132; 350,000 compounds, 0.2% hits; recombinant BLM DNA unwinding, fluorescence dequenching;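 also: plate controls were vehicle for no effect and no enzyme for full effect; nearly all actives have a fitted effect of over 35% in size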
Target sequence (P54132 whole entry, looked up): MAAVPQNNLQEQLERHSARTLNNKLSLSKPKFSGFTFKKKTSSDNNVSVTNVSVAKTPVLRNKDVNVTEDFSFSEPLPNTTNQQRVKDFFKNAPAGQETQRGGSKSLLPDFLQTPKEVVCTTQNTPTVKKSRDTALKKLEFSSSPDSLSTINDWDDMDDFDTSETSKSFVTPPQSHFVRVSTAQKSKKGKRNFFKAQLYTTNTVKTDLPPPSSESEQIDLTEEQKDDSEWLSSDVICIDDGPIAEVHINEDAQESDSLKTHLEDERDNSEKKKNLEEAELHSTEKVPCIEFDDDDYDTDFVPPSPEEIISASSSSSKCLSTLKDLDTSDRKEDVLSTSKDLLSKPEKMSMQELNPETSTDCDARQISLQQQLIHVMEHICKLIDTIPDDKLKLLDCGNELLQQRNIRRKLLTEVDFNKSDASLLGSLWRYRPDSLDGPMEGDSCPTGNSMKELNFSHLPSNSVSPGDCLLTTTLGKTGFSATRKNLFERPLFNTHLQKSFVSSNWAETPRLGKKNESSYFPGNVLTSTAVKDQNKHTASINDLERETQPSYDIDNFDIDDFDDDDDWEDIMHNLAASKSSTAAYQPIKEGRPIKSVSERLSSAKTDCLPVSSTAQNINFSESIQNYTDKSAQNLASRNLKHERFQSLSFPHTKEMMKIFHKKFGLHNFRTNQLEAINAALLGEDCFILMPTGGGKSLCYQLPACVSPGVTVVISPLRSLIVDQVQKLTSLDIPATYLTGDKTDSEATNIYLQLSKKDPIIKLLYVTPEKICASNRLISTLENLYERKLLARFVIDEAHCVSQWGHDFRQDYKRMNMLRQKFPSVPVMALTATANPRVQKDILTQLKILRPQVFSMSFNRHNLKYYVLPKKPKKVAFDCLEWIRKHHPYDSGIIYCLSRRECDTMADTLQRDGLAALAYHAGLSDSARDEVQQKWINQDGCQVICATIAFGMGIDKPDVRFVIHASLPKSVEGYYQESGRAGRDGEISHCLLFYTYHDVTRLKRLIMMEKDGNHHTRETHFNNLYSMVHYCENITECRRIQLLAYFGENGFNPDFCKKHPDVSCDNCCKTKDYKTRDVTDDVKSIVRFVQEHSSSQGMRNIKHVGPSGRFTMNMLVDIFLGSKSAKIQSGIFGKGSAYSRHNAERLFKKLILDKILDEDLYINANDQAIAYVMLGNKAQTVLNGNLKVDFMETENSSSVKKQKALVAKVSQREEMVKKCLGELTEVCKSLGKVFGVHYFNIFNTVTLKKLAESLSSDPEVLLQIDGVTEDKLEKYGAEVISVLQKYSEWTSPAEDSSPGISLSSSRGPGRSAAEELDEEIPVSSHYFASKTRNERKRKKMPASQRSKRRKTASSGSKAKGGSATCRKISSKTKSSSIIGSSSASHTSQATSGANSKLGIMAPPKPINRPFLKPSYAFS
Pol kappa inh: inhibitors of human DNA polymerase kappa. 400,000 compounds, 0.53% hits. Q9UBT6. Potency, µM (doses to about 107 µM), inactives show top-dose activity, negative = inhibition, usual class: inhibitors. purified Pol kappa, fluorescent DNA synthesis assay, 10 min; also: % is scaled to controls: 0 for no effect and ±100 for the full control effect
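First, compounds were pin-transferred onto 10 nM Pol kappa. After 15 min at room temperature, substrate was added to 50 nM final. Fluorescence was then measured kinetically at 0 and 10 min.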
POLI inh: inhibitors of human DNA polymerase iota. Q9UNA4. Pol iota fluorescent replication assay, 10 min. Potency, µM (series often up to 115 µM), inactives show at the top dose activity, negative = inhibition, usual class: inhibitors. 390,000 compounds, 1% hits. AID 588590
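Fluorescent replication assay read twice, at 0 min and 10 min after adding 50 nM (final) substrate. Enzyme (10 nM) and compounds were first incubated 15 min at room temperature; enzyme-free buffer wells were negative controls.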
Apoferritin bind: binds horse apoferritin like a general anesthetic; P02791; apoferritin/1-aminoanthracene competitive binding, fluorescence; Potency, µM (top dose mostly 77.5 µM), for inactives: at the top dose activity change, negative = displacement, most hits filed as inhibitors; 350,000 compounds, 0.074% hits; AID 485281; also: % is scaled to controls: 0 for no effect and ±100 for the full control effect; nearly all actives have a fitted effect of over 20% in size
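Read-out: endpoint 1-AMA fluorescence, excitation 380 nm and emission 535 nm, after compounds sit 10 min at room temperature with 10 uM horse-spleen apoferritin in 50% saturated 1-AMA/PBS. Values come from four-parameter Hill fits.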
APE1 inh: inhibitors of human APE1 endonuclease; recombinant APE1, TAMRA/BHQ-2 abasic DNA cleavage fluorescence; Potency, µM (highest dose often 65.8 µM), inactives show top-dose activity change, negative = inhibition, hits mostly inhibitors; 350,000 compounds, 0.35% hits; AID 2517;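 also: plate controls were vehicle for no effect and reference inhibitor for full effect; nearly all actives have a fitted effect of over 55% in size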
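APE1 at 0.75 nM preincubated 15 min at room temperature with compound. Reaction then started with 50 nM double-stranded THF-abasic substrate labelled with TAMRA/BHQ-2, and 525/598 nm fluorescence read kinetically. Activity taken as third-minus-first read difference, normalized to DMSO and NSC13755 controls.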
BAZ2B block: BAZ2B (human) inhibition; Q9UIF8; AlphaScreen BAZ2B-H3K14Ac peptide displacement; Potency, µM (highest dose often 114 µM), without a hit: at the top dose activity change, negative = inhibition, most hits filed as inhibitors; 360,000 compounds, 4.4% hits; also: % is scaled to controls: 0 for no effect and ±100 for the full control effect; nearly all actives have a fitted effect of over 60% in size
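AlphaScreen luminescence quantifies BAZ2B engagement of H3K14Ac peptide; the protein and biotinylated peptide are both at 50 nM final, buffer PBS pH 7.4 with 0.01% Tween-20, all steps at room temperature.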
POLH inh: blocks human DNA polymerase eta activity; recombinant Pol eta, fluorescent DNA replication assay; 390,000 compounds, 1.2% hits; AID 588591; Potency, µM (top dose mostly 114 µM), for the others: top-dose activity change, negative = inhibition, hits mostly inhibitors; also: % is scaled to controls: 0 for no effect and ±100 for the full control effect
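Fluorescent replication assay: 50 nM final substrate added after a 15 min room-temperature compound preincubation with 10 nM enzyme. Signal taken at 0 min and again at 10 min.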
* hit, by the source's call; ? = inconclusive; . = not tested or not shown; & = joins results of further samples; [ ] = dose if it differs, or a comment. Calls follow the shape of the dose curve; as a rule, active = well fitted curve in the direction sought with a large enough effect; inconclusive = small, poorly fitted or top-dose-only effect, or another doubt; inactive = no such curve, though single readings can be large; an effect the other way counts as inactive or inconclusive. Potency is read from the fitted curve at half-maximal effect. A portion of the library; the hit share may differ from the screen's.

compound | Pol beta inh | G9a block | BLM inh | Pol kappa inh | POLI inh | Apoferritin bind | APE1 inh | BAZ2B block | POLH inh
Cc1ccc(-c2cc(C(F)(F)F)n3nc(C(=O)N4CCN5CCCC5C4)cc3n2)cc1 (centres undefined) | 3% | -11% | 2% | -8% | 8% | -17% | 1% | 3% | -2%
O=C(NC(=S)Nc1cccc2c(O)cccc12)c1cccc(Br)c1 | -17% | 50µM* | -21% | -7% | 13% | 0% | -11% | ? | -11%
CCOCCCNC(=O)CN1C(=O)c2cccc3cccc1c23 | 17% | . | -5% | ? | ? | 17% | -3% | 4% | -3%
CSc1ccccc1C(=O)N1CCC(n2nccc2NC(=O)C(C)(C)C)CC1 | 9% | 44% | 0% | -4% | 29% | -10% | 20% | -6% | -25%
COc1cc2cc(NC(C)=O)cc(NCc3ccccc3)c2cc1OC | -2% | ? | -17% | -21% | 88%[activator] | -19% | -10% | 45µM* | -19%
CC(C)c1cc(C(=O)N/N=C/c2cccnc2)n[nH]1 | 9% | 10%[59 µM] | 7% | -2% | 123%[activator] | -8% | 2% | -2% | -3%
O=C(/C=C/c1ccccc1[N+](=O)[O-])NCCc1ccc(F)cc1 | 9% | -31% | -4% | -4% | 16% | -12% | -2% | -6% | -18%
Cc1ccc(OCCCCNC2CCCC(C)C2C)c(C)c1 (centres undefined) | -21% | 13µM* | 2% | 8% | 43%[activator] | -3% | -3% | 22µM* | -12%
Cc1ccc(OCCSc2nc3ccc(NC(=O)COc4ccc(F)cc4)cc3s2)cc1 | 0% | -13%[59 µM] | -3% | 5% | -4% | -4% | . | -9% | -2%
CCn1cc(/C=C(\NC(=O)c2ccccc2F)C(=O)NCCCn2ccnc2)c2ccccc21 | 15% | 0% | 2% | -10% | -13% | -9% | 21% | ? | -14%
CC(=O)c1ccc(S(=O)(=O)Nc2c(C)nn(C)c2C)cc1 | . | 45µM* | . | ? | ? | . | ? | -9% | ?
Cc1coc2cc3oc(=O)c(CCC(=O)NCCCN4CCOCC4)c(C)c3cc12 | 33% | -10%[12.7 µM] | -4% | -3% | -1% | -5% | 1% | -5% | -9%
CCC1CCCCN1CCCNC(=O)CSc1nc2nc(C)c(Cc3ccc(C)cc3)c(C)n2n1 (centres undefined) | 15% | 6% | -12% | 6% | 49%[activator] | 8% | 17% | 4% | -4%
Cc1nc2c(OCc3ccccc3)cccn2c1CC#N | 14%[57.1 µM] | -17%[59 µM] | 3% | ? | 7%[58.9 µM] | . | 0%&-8% | . | -4%[57.1 µM]
CN(Cc1ccc(C(C)(C)C)cc1)C(=O)C1CSC2(C)CCC(=O)N12 (centres undefined) | . | 9%[12.7 µM] | . | -9% | 8% | . | 44%[activator] | -3% | -24%
CCC1=C(OC(=O)N(CC)CC)N2C(=O)OC(=NCC(=O)OC)[C@]2(C)[C@H]2C1=CC[C@H]1C(=O)N(C)C(=O)[C@H]12 | 0% | 9%[59 µM] | 4%&-1% | 7% | -2% | -1%&-5% | 13%&1% | 2% | -14%
Cc1ccccc1-c1nc(CS(=O)CC(=O)NCCN2CCOCC2)c(C)o1 (centres undefined) | 18% | ? | -2% | 0% | 32%[activator] | -1% | 2% | 3% | -12%
CCOC(=O)c1cc(-c2ccc(F)cc2)n(CCC(=O)NCCc2ccc(C)cc2)c1C | -20% | ? | -13% | -10%[60.1 µM] | 4% | 30%[activator] | . | -26% | -19%
CC1CCN(C(=O)CN2C(=O)NC(C)(c3ccc4ccccc4c3)C2=O)CC1 (centres undefined) | . | . | . | -19% | 11% | . | 17% | . | -11%
COc1cc2nc(SCc3ccc(Cl)cc3)n3nc(CCn4nc(C)cc4C)nc3c2cc1OC | 1% | -33%[59 µM] | 0% | -3% | ? | -18% | . | . | -4%
Cc1ccn2c(CN3CCOCC3)c(-c3ccccc3)nc2c1 | 18% | 14%[59 µM] | 3% | -3% | 18% | 3% | 13% | 10% | -29%
COC(=O)CCC(=O)c1oc2ccccc2c1N | 28% | -29% | 0% | -3% | 7% | -15% | 0% | 0% | -8%
COCCNC(=O)CCc1c(C)nc2c(-c3ccc(F)cc3)c(C)nn2c1C | 29%&12% | -13%[59 µM] | -1%&-2% | -11%&4% | 21%&19% | 0%&-3% | 10% | -4%&-7% | -13%&-8%
COCCNc1nnc(SCC(=O)NC(=O)c2ccccc2OC)s1 | -11% | . | 2% | -7% | 24% | -4% | 15% | -3% | -5%
O=C1c2ccccc2C(Nc2ccc(F)c(Cl)c2)N1Cc1ccco1 (centres undefined) | 22% | 45µM* | -11% | -1% | -17% | -16% | -3% | ? | -9%

Some of the entries above in a different format:
Order of values: Pol beta inh	G9a block	BLM inh	Pol kappa inh	POLI inh	Apoferritin bind	APE1 inh	BAZ2B block	POLH inh
> Cc1coc2cc3oc(=O)c(CCC(=O)NCCCN4CCOCC4)c(C)c3cc12
    33%	-10%[12.7 µM]	-4%	-3%	-1%	-5%	1%	-5%	-9%
> CCC1CCCCN1CCCNC(=O)CSc1nc2nc(C)c(Cc3ccc(C)cc3)c(C)n2n1 (centres undefined)
    15%	6%	-12%	6%	49%[activator]	8%	17%	4%	-4%
> Cc1nc2c(OCc3ccccc3)cccn2c1CC#N
    14%[57.1 µM]	-17%[59 µM]	3%	?	7%[58.9 µM]	.	0%&-8%	.	-4%[57.1 µM]

(further entries)
compound | Pol beta inh | G9a block | BLM inh | Pol kappa inh | POLI inh | Apoferritin bind | APE1 inh | BAZ2B block | POLH inh
N#Cc1ccccc1OCC(=O)Nc1ccc2c(c1)OCCCO2 | 4% | -1% | -2% | -4% | 39%[activator] | 3% | 66%[activator] | 17% | 0%
COc1ccc(S(=O)(=O)N2CCOC2CNC(=O)C(=O)NCC(C)C)cc1 (centres undefined) | -21% | 39% | -1% | -10% | 7% | -8% | -1% | -3% | -19%
O=S(=O)(Nc1ccc2cn[nH]c2c1)c1ccccc1 | 0% | ? | -2% | -14% | 22% | ? | 5% | -19% | 1%
CN(C)c1cccc(C(=O)NCc2ccccc2)c1 | 1% | -8% | -4% | 1% | 165%[activator] | ? | 4% | -17% | 7%
Cc1nn(-c2ccccc2)c(N)c1Sc1ccccc1[N+](=O)[O-] | -23% | 19%[59 µM] | 0% | -11% | -12% | -16% | 3% | ? | ?
CCOc1ccc(-c2c[n+]3c(n2-c2ccccc2)CCCCC3)cc1 | 2% | -2%[59 µM] | -11% | 5%[60.1 µM] | 1% | -6% | 5% | 1% | -11%
O=[N+]([O-])c1ccc(Sc2n[nH]c(-c3ccco3)n2)nc1 | -7% | -30% | 0% | -7% | -17% | -6% | -4% | -17% | -13%
CC(=O)c1cccc(NC(=O)C2C3C=CC(C3)C2C(=O)O)c1 (centres undefined) | -3% | . | -1% | 11% | 22% | -21% | 16% | -9% | -8%
Cc1ccc(C(=O)c2cc3ccccc3o2)cc1 | 30% | 9%[0.0925 µM] | -8% | -7% | 10% | -23% | 0% | 99%[activator] | 1%
COc1ccc(-c2nn3c(-c4ccc(C)cc4)nnc3c3ccccc23)cc1 | 3% | 6%[59 µM] | -1% | ? | 32%[activator] | -2% | . | -1% | -18%
CN(C)S(=O)(=O)c1ccc(Cl)c(C(=O)OCC(=O)c2ccco2)c1 | . | . | . | 3% | -9% | . | 4% | . | -8%
CCN(CC)CCCNC(=S)N1CCC(c2nc3ccccc3[nH]2)CC1 | 3% | ? | -4% | -6% | 23% | -11% | 6% | -7% | -13%
CCN1C(=O)C(CC(=O)Nc2ccc(OC)cc2)N(CCc2ccc(F)cc2)C1=S (centres undefined) | -20% | 24%[59 µM] | -21% | -11% | 95%[activator] | -4% | ? | -2% | -23%
CN1CCN(c2ccccc2NC(=O)c2sc3ccccc3c2Cl)CC1 | 11% | -38% | -8% | -5% | 59%[activator] | -11% | 0% | ? | -5%
COc1ccc(S(=O)(=O)Nc2cccc(-c3ccc4nncn4n3)c2)c(OC)c1 | . | 11µM* | . | -10% | -29% | . | 0% | 2% | -19%
Cc1cccc(-c2nc3c(c(SCc4ccccc4Cl)n2)Cc2c(CO)cnc(C)c2O3)c1 | 12% | -47%[59 µM] | -1% | -18% | 6% | 9% | . | ? | -4%
O=c1o[nH]c(-c2ccccc2)c1N=Nc1c(F)cccc1Cl | 0% | 28µM* | -3% | -5%[60.1 µM] | 22% | -11% | -9% | ? | -13%
COc1ccc(CCN(Cc2ccccn2)C(=S)Nc2ccccc2C)cc1OC | -3% | -17% | -11% | 0% | 30% | ? | -4% | -21% | -1%
O=C(c1ccco1)N1CCCN(Cc2nc(-c3ccc4c(c3)OCO4)no2)CC1 | 18% | ? | 1% | -3% | 19% | -5% | 19% | -28% | -4%
Cc1ccc(N2CCN(C(=O)c3noc4c3COc3ccc(C)cc3-4)CC2)c(C)c1 | -17% | -22%[59 µM] | -6% | -18% | 8% | -3% | . | -11% | -3%
O=C(Nc1cccc(Cl)c1)c1nc[nH]c1C(=O)NCCN(CCNC(=O)c1[nH]cnc1C(=O)Nc1cccc(Cl)c1)CCNC(=O)c1[nH]cnc1C(=O)Nc1cccc(Cl)c1 | . | . | . | 5% | ? | . | -12% | . | -11%
CCOc1ccc(N(CC(=O)NCCc2ccc(Cl)cc2)S(=O)(=O)c2c(C)[nH]c(=O)[nH]c2=O)cc1 | 3% | -8% | -11% | -5% | 25% | -8% | 1% | 4% | -10%
O=C(CN(C(=O)CSc1nnc(COc2ccccc2)o1)c1ccc(F)cc1)NC1CCCC1 | 13% | 3% | 3% | 18% | 44%[activator] | -12% | -7% | -4% | 2%
COc1cccc(-c2nc(SCC(=O)NC3CCCC3)c(-c3ccc(C)cc3)[nH]2)c1 | 2% | -5%[59 µM] | -2% | 8% | 1% | 26% | . | -5% | -20%
O=C1CN(c2nc(-c3cccnc3)nc3sc4c(c23)CCCC4)CCN1 | 1% | ? | 1% | 0% | -12% | -13% | -9% | -24% | -10%
O=C(CSc1cc(Cl)ccc1Cl)NC1CCCc2ccccc21 (centres undefined) | 12% | -9%[59 µM] | -1% | -7% | -15% | 11% | -7% | 15% | -7%
CN1CCN(CCCNC(=O)c2ccc3c(c2)N(Cc2ccc(F)cc2)CCS3)CC1 | -3% | -7% | -8% | 6% | 14% | 111%[activator] | 6% | ? | 0%
O=C(c1ccco1)N1CCN(C(=S)Nc2ccc(Br)cc2Cl)CC1 | 2% | . | -1% | -23% | -2% | -6% | -15% | -12% | -7%
